High-throughput results from PubChem BioAssay.
CHO-K1 Ca PAM – nonselective activator or artifact in parental CHO-K1 calcium assay. ATP EC20, Fluo-8 calcium fluorescence; 0% at ATP EC20, 100% at ATP max. activation, % at 3 µM. actives 0.02% (n = 360,000). AID 602247;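 active = activation above the run cutoff, the mean activation of all test compounds plus 3 SD, cut at about 40% in these data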;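 note: peak over basal fluorescence ratio in a 140 s read after ATP addition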
OXTR potentiate – potentiators of human oxytocin receptor; P30559; CHO-OTR cells, Fluo-8 calcium fluorescence, potentiator mode; 0% = oxytocin EC15, 100% = EC100; activation, % at 3 µM; actives 0.061% (n = 320,000); AID 2445;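 active = activation above that plate's cutoff, the mean activation of tested compounds plus 3 SD, cut at about 6.6% in these data, passing the limit was not always enough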;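 note: 100% uses oxytocin at 75 nM as the full agonist control; some results filed as inactive read as strong as hits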
Target sequence (P30559 whole entry, looked up): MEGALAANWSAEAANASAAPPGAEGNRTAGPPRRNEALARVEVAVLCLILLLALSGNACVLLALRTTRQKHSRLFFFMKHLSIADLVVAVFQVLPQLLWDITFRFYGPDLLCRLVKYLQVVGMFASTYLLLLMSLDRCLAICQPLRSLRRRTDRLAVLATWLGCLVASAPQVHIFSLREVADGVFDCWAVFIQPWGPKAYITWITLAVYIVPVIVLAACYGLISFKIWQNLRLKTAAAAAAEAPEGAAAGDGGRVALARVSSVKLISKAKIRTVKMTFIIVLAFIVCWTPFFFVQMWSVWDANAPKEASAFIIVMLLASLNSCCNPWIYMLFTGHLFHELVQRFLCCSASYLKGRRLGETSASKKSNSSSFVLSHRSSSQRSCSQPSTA
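Assay system: CHO-OTR cells, human receptor / Also added: oxytocin at about EC15, sub-maximal agonist stimulus / Dosing: single dose, 3.0 µM nominal final compound concentration / Incubation: 6 min pre-incubation, 100 s read / Technique: Fluo-8 calcium dye fluorescence / Read-out: % activation vs EC15 and EC100 oxytocin / Benchmarks: EC15 oxytocin low, 75 nM oxytocin high / Replicates: singlicate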
CHO parental Ca – counter-screen: ATP calcium response change in parental CHO cells | AID 463079 | actives 0.63% (n = 330,000) | parental CHO-K1, ATP-induced calcium, Fluo-8 fluorescence | inhibition, % at 5.6 µM;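 active = inhibition above that plate's mean sample inhibition plus 3 SD, cut at about 26% in these data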;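 note: 0% = ATP-challenged DMSO wells and 100% = DMSO wells without ATP; some compounds past the cut are filed as inactive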
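Measured by: calcium-sensitive Fluo-8 fluorescence / Test system: CHO parental line / Controls: ATP-challenged DMSO wells low, unchallenged DMSO wells high / Measure: % inhibition / Compound: single nominal dose of 5.6 µM per compound / Replicates: single well per compound, no replicates / Reagent: ATP as calcium-mobilizing challenge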
CHO-K1 Ca antag – M1 antagonist counterscreen hit in parental CHO-K1 cells; ATP-induced calcium, Fluo-8 fluorescence; inhibition, % at 3 µM; actives 0.6% (n = 360,000); AID 602250;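 active = inhibition above a per-plate cutoff, the plate's mean sample inhibition plus 3 SD, cut at about 24% in these data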;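 note: 0% = DMSO plus EC80 ATP and 100% = DMSO alone without ATP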
OXTR ag – human OXTR agonism | activation, % at 3 µM | actives 0.32% (n = 320,000) | CHO-OTR cells, Fluo-8 calcium fluorescence; normalized: DMSO 0%, oxytocin 100%;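 active = activation above the mean of all tested compounds plus 3 SD, cutoff set per screening run, cut at about 20% in these data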;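 note: peak over basal fluorescence ratio from a 100 s FLIPR kinetic read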
V1R ag counter – counter-screen for oxytocin receptor agonists: human V1a receptor agonists; P37288; CHO-V1R cells, Fluo-8 calcium fluorescence, agonist mode; 0% DMSO, 100% 3 nM vasopressin; activation, % at 3 µM; actives 0.25% (n = 320,000); AID 2797;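 active = activation above the mean activation of all tested compounds plus 3 SD, per screening run, cut at about 20% in these data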;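 note: signal is peak over basal fluorescence ratio across a 100 second FLIPR read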
TAAR1 antagonist – antagonists of human TAAR1; AID 624466; actives 1.5% (n = 360,000); inhibition, % at 3 µM; CHO RD-HGA16 TAAR1, Fluo-8 calcium fluorescence, antagonist;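 active = inhibition above a per-plate cutoff, the mean inhibition of test compounds on that plate plus 3 SD, cut at about 49% in these data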;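 note: 0% = DMSO plus EC80 beta-PEA response and 100% = DMSO alone without agonist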
Target sequence (Q96RJ0 whole entry, looked up): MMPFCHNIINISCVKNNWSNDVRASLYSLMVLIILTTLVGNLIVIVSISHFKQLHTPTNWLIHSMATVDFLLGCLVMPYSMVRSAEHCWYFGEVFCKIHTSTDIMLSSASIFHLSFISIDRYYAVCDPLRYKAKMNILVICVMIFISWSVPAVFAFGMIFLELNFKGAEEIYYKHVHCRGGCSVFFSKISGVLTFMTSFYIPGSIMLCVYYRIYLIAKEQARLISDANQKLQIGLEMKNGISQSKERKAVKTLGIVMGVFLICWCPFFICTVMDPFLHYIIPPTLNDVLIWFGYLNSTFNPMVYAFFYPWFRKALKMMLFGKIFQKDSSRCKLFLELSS
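Assay system: RD-HGA16 CHO cells with stable hTAAR1 and Gα16 / Reagent: EC80 β-phenethylamine stimulus / Doses: 3 µM, single point / Timing: dye loading 75 min at 37 °C, then 30 min room temperature / Measured by: Fluo-8 intracellular calcium dye fluorescence, real-time kinetic reads / Controls: vehicle wells and EC80 agonist wells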
GPR7 antag – antagonists of human GPR7 (neuropeptides B/W receptor 1); GPR7-expressing cells, fluorescence antagonist assay; inhibition, % at 4.4 µM; actives 1.1% (n = 290,000); P48145; in the data active = inhibition above about 16%, passing the limit was not always enough;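 note: cells stimulated with the agonist NPW; 0% = agonist with vehicle and 100% = vehicle without agonist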
Target sequence (P48145 whole entry, looked up): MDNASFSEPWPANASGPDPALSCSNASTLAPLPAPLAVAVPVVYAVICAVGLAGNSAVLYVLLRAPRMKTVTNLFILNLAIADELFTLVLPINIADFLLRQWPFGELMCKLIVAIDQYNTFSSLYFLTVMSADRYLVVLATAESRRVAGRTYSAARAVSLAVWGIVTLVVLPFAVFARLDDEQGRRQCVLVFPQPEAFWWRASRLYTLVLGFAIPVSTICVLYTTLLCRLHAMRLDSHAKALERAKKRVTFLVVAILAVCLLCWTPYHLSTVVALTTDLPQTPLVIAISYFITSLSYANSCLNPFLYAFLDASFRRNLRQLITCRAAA
CHO-K1 Ca ag – M1 agonist counterscreen hit in parental CHO-K1 cells. Fluo-8 calcium fluorescence; scaled to maximal ATP response, vehicle zero. activation, % at 3 µM. actives 0.48% (n = 360,000). AID 602248; in the data active = activation above about 15%;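 note: untransfected CHO-K1 host cells lacking M1 receptor as counterscreen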
Active calls of the source: *; nt = not tested or not shown.

entry	smiles	CHO-K1 Ca PAM	OXTR potentiate	CHO-K1 Ca antag	GPR7 antag	TAAR1 antagonist	V1R ag counter	CHO parental Ca	CHO-K1 Ca ag	OXTR ag
1	C/C(=N\NC(=O)c1cc(C)nc2ccccc12)c1cccc(Cl)c1	0	-9	-9	9	-18	4.1	-3	0.9	5.4
2	COc1cccc(CNc2ncc(C(=O)Nc3cc(OC)c(OC)c(OC)c3)c(C)n2)c1	10	-13	-12	15	1	6.9	-17	6.8	1.4
3	CC(C)(C)c1ccc(-c2nc3cc(N)ccc3o2)cc1	13	-7	-6	-13	-20	-0.4	0	0.5	2.9
4	CC(C)(C)c1nc(SCC(=O)N2CCCC2)c2ccccc2n1	24	-6	-14	-2	-8	-1.9	-3	0.4	-2.4
5	C[C@@H](C(=O)N=c1sc2ccccc2n1C)N1C(=O)C2CC=CCC2C1=O (stereo partly drawn)	-12	nt	12	nt	-6	nt	nt	-0.3	nt
6	N#Cc1c2ccc(OCC(N)=O)cc2n2ccccc12	-14	-9	14	-18	12	-0.2	5	0.0	1.1
7	O=S(=O)(c1cccc2nsnc12)N1CCN(Cc2ccccc2)CC1	-6	-4	9	-9	-4	1.9	-21	0.3	0.7
8	CCOC(=O)N1CCN(S(=O)(=O)N2CCCC(C(=O)NCCCN3CCC(C)CC3)C2)CC1 (stereo not drawn)	-10	-2	0	-7	4	-0.3	-3	-0.2	0.3
9	Cc1cccc(NC(=S)N2CCN(Cc3ccc4c(c3)OCO4)CC2)c1C	8	-8	1	-5	5	0.8	-17	0.6	1.4
10	COc1cccc(/C=N/NC(=O)CN2C(=O)NC3NC(=O)NC32)c1 (stereo not drawn)	7	0	3	-6	6	0.2	1	0.4	0.8
11	CNCCOc1ccc(Cl)c(Cl)c1	12	-5	0	-1	9	2.0	-8	0.9	3.2
12	O=C(NCc1ccc(F)cc1)C(=O)NCC(c1ccco1)N1CCOCC1 (stereo not drawn)	-18	-10	13	-2	2	0.8	-19	0.3	-0.4
13	Cc1cc(N2CCN(c3nc(-c4ccccc4)cs3)CC2)c2ccccc2n1	9	-15	-7	-9	-9	0.4	2	0.6	-1.0
14	CCCOc1ccc(F)cc1-c1cc(C(=O)NC(C)C)[nH]n1	13	nt	14	nt	5	nt	nt	0.2	nt
15	Cn1c(=O)n(C)c2cc([N+](=O)[O-])c(N3CCN(C(=O)C(C)(C)C)CC3)cc21	18	-6	-20	-7	15	0.2	-4	2.9	1.1
16	COc1cccc(NC(=O)Cn2nnc(C(=O)Nc3ccccc3)c2N)c1	20	-16	2	-17	-10	-1.0	-8	0.7	-0.3
17	Cn1c2ccc(Cl)cc2c2nc3ccccc3nc21	14	7	-11	-11	24	-1.0	-14	0.4	-1.1
18	C#CCSc1nnc(CNS(=O)(=O)c2ccc(Br)cc2)n1C	0	3	-7	-7	-4	0.5	-5	0.2	-0.1
19	CC(C)(C)NC(=O)CSc1nccn1Cc1ccccc1	15	1	2	-6	-1	0.9	-16	0.2	-1.6
20	CCCn1c(NC(=O)CN2C(=O)NC3(CCCC3)C2=O)nc2ccccc21	-30	1	16	nt	-18	0.3	-17	0.3	-0.4
21	COc1ccc(S(=O)(=O)N2CCN(CC(=O)Nc3cc(OC)cc(OC)c3)CC2)cc1	-1	-2	-8	0	6	0.5	-5	0.1	-0.7
22	CSc1c(CC(=O)Nc2ccc(F)cc2)n(Cc2ccccc2)c2ccccc12	14	-8	-3	3	27	0.1	-23	-0.2	-2.6
23	NC(=O)C1CCN(c2nc(-c3ccc(Br)cc3)cs2)CC1	14	-9	-9	-4	-5	3.5	5	0.0	0.0
24	CC1CCCCN1C(=O)c1c(Cl)cnn1C (stereo not drawn)	26	nt	-9	1	-24	nt	nt	4.3	nt
25	COc1ccc([N+](=O)[O-])cc1N(CC(O)CN1CCCCC1)S(=O)(=O)c1ccc(C)cc1 (stereo not drawn)	23	0	-3	-3	-3	2.7	-21	-0.8	-0.6
26	CN(C)C(=O)Cn1cc(S(=O)(=O)Cc2ccccc2)c2ccccc21	8	-11	-11	-5	-1	-0.1	-12	2.8	-0.4
27	CC(=O)Nc1ccc(Nc2nccc(C)n2)cc1	-1	nt	16	nt	-10	nt	nt	0.0	nt
28	CCOc1ccc(Oc2ccccc2NC(=O)C2=COCCO2)cc1	-1	-6	-7	nt	-50	-1.6	-9	-0.8	-2.6
29	COc1ccc(C(CC(=O)O)NS(=O)(=O)c2ccc3c(c2)NC(=O)CO3)cc1 (stereo not drawn)	2	2	-10	-6	-9	0.9	15	0.5	0.9
30	Cn1c(CCN2CCCC2)nc2cc(NS(=O)(=O)c3ccccc3)ccc21	-8	-2	2	1	2	2.3	-2	3.4	1.7
31	C[C@H]1CN([C@@H](C)CO)C(=O)c2cc(NC(=O)C3CCCCC3)ccc2O[C@H]1CN(C)C(=O)Nc1ccc2c(c1)OCO2	9	-1	-12	nt	1	1.1	-2	-0.1	2.8
32	CCOC(=O)N1CCC(N2C(=O)c3ccc(C(=O)NCc4ccc(F)cc4)cc3C2=O)CC1	11	0	-7	-4	12	0.6	-1	0.5	0.3
33	O=C(NCc1ccccc1)NC(=O)c1ccc(Cl)cc1	7	-6	0	-10	-9	0.9	-18	1.8	-0.6
34	CCn1ncc(/C=N/NC(=O)c2ccc3c(c2)OCO3)c1C	-7	-4	10	-7	-9	0.2	8	0.2	0.4
35	COc1ccccc1C(=O)NCCC(=O)NC1CCC(C)CC1 (stereo not drawn)	13	-2	-16	nt	8	-0.1	-14	-0.5	-1.2
36	Cc1ccsc1C(=O)OCC(=O)NC1CCCCC1	8	nt	-16	nt	-17	nt	nt	0.5	nt
37	O=C(Nc1cccc(OC(F)(F)F)c1)C1Cc2c(-c3ccc(Cl)cc3)ccnc2O1 (stereo not drawn)	12	nt	-18	nt	-26	nt	nt	0.5	nt
38	CC1CCN(CC(=O)Nc2ccc(N3CCCCCC3)cc2)CC1	21	-8	-21	4	1	0.0	-19	1.5	0.0
39	O=C(NCc1cccnc1)Nc1cccc([N+](=O)[O-])c1	-7	-4	18	-12	-3	0.1	-9	-0.1	-0.3
40	O=C(COC(=O)Cc1cccc(C(F)(F)F)c1)NC1CC1	-8	-7	1	-2	-10	0.6	-8	0.3	0.6
41	CCCC1NC(C(=O)O)Cc2c1[nH]c1ccccc21 (stereo not drawn)	9	nt	0	-16	-3	nt	nt	1.3	nt
42	CC1CCCCC1NC(=O)C1CC=CCC1C(=O)O (stereo not drawn)	24	1	-12	-3	-23	0.7	6	1.3	3.1
43	CCOC(=O)N1CCC(NC(=O)CNS(=O)(=O)c2ccc(Br)s2)CC1	14	-6	-6	-7	nt	0.9	-3	0.8	0.8
44	Cc1cc(=O)[nH]c(SCC(=O)Nc2ccc(S(=O)(=O)N3CCCCC3)cc2)n1	14	-14	-7	9	2	1.2	-7	0.1	0.1
45	O=C(c1cccnc1)N(c1cc2sc(=O)oc2c2ccccc12)S(=O)(=O)c1ccccc1	22	-4	-6	-1	5	-1.1	-7	0.1	-2.1
46	O=C(CSC1=NCCS1)N1CCN(c2ccc(Cl)cc2)CC1	1	-19	-8	7	21	6.1	3	2.0	5.3
47	CCCCNC(=O)COC(=O)c1ccc(SC)cc1OC	17	-6	1	-3	16	0.1	-19	1.0	-1.2
48	COc1ccc(-c2cc(C)no2)cc1S(=O)(=O)N1CCN(c2ccccc2F)CC1	19	-8	-16	-6	-6	10	-12	0.1	-0.5
49	COc1ccc(OC)c(S(=O)(=O)N2CCCC(C(=O)NCc3cccnc3)C2)c1 (stereo not drawn)	5	1	-3	-3	-13	0.9	-5	0.4	0.7
50	CC(OC(=O)c1nc(Cl)ccc1Cl)C(=O)Nc1ccc2c(c1)OCCO2 (stereo not drawn)	26	-1	-5	nt	5	-1.6	3	0.0	-2.0
51	COc1ccc(N(CC(=O)NCc2ccncc2)S(=O)(=O)c2ccccc2[N+](=O)[O-])c(OC)c1	13	-3	0	-8	-26	0.0	-15	0.2	-0.9
52	Cc1cccc(CSc2ccc3nnc(-c4ccccn4)n3n2)c1	20	-3	-10	-14	-4	0.6	-10	2.0	1.2
53	COc1ccc(-n2nc(C(=O)NCC(=O)N3CCCCCC3)c3ccccc3c2=O)cc1	10	-5	-16	-6	10	1.6	-27	4.0	-1.2
54	CCN1CCN(C(=O)C2CCCN(S(=O)(=O)c3ccc(OC)c(OC)c3)C2)CC1 (stereo not drawn)	-7	-5	-7	-12	-18	0.2	-14	0.7	0.6
55	COc1ccc(C(C)=O)cc1COc1ccc(Cl)cc1Cl	11	-8	-11	-15	-22	-1.3	-21	0.4	-1.8
56	CCOC(=O)c1c(C)[nH]c(C(=O)OCC(=O)NCc2ccco2)c1C	17	nt	-4	nt	-4	nt	nt	1.3	nt
57	O=C(c1ccc(=O)[nH]c1)N1CCN(S(=O)(=O)c2ccc(Cl)cc2)CC1	13	-10	-9	-10	-6	0.1	-2	0.2	-0.5
58	CN(C)C(=O)CN(c1ccc2c(c1)OCO2)S(C)(=O)=O	8	-4	-15	-4	13	-0.4	0	0.6	0.3
59	CCc1nc2ccc(C(=O)NCCc3ccccn3)cn2c1N(C)CCC(C)C	-2	nt	-6	nt	-5	nt	nt	2.1	nt
60	CC(=O)Nc1ccccc1OCC(=O)NC(C)c1ccccc1 (stereo not drawn)	4	-6	-5	-2	-1	1.9	-2	0.2	0.4

Three compounds from above, ordered by the number in TAAR1 antagonist, largest number first:
| entry | Compound | OXTR potentiate | GPR7 antag | TAAR1 antagonist |
| --- | --- | --- | --- | --- |
| 58 | CN(C)C(=O)CN(c1ccc2c(c1)OCO2)S(C)(=O)=O | -4 | -4 | 13 |
| 41 | CCCC1NC(C(=O)O)Cc2c1[nH]c1ccccc21 (stereo not drawn) | nt | -16 | -3 |
| 56 | CCOC(=O)c1c(C)[nH]c(C(=O)OCC(=O)NCc2ccco2)c1C | nt | nt | -4 |

(continued)
entry	smiles	CHO-K1 Ca PAM	OXTR potentiate	CHO-K1 Ca antag	GPR7 antag	TAAR1 antagonist	V1R ag counter	CHO parental Ca	CHO-K1 Ca ag	OXTR ag
61	CN(CC(=O)Nc1cccc(F)c1)C(=O)CC1CC2CCC1C2 (stereo not drawn)	17	-6	-7	2	-36	-0.2	-2	1.8	-1.2
62	CCn1c(=O)cc(OCC(=O)N(C)C2CCCCC2)c2ccccc21	2	4	6	3	9	-0.6	3	1.1	-0.1
63	Nc1ccc(N=Nc2ccccc2Cl)c(N)n1	2	-6	-10	3	-38	0.3	-2	0.9	-0.2
64	O=C1OCC2=C1C(c1ccc3c(c1)OCO3)c1cc3c(cc1O2)OCO3 (stereo not drawn)	26	nt	-14	nt	-11	nt	nt	4.5	nt
65	O=C(COc1ccc(Cl)cc1Br)NC(=O)NC1CCCC1	-33	nt	20	nt	-13	nt	nt	-0.5	nt

The order is random; about 3.5% have a hit in one of these screens.
